Screening results deposited in PubChem BioAssay by several laboratories.
NSD2 inh = NSD2 (human) methyltransferase inhibition; inhibition, % at 12.5 µM; AID 743445; NSD2 peptide methylation, AlphaScreen, 120 min; actives 0.54% (n = 310,000); O96028; in the data active = inhibition above about 50%
dFosB activator = mouse delta FosB homodimer activation. P13346. purified delta FosB, TAMRA-CDK5 oligo fluorescence polarization; percent of positive-control signal above neutral wells. activation, % at 25 µM. actives 0.99% (n = 340,000). AID 493131;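 active = mean activation above about 17%, with every replicate also reaching it, limit read from the data, passing the limit was not always enough; inconclusive = only one of the two conditions met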;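 note: fluorescence polarization rise as delta FosB binds a TAMRA Cdk5 AP-1 oligo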
Target sequence (P13346 whole entry, looked up): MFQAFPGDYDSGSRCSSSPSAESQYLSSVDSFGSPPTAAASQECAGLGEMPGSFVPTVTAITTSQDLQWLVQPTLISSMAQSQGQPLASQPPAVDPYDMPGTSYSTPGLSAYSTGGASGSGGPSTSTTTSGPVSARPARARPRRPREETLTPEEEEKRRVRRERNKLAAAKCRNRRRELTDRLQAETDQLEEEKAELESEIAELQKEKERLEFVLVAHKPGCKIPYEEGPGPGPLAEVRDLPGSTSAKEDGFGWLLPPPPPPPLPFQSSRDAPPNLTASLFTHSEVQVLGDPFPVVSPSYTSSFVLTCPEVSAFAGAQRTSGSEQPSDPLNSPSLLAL
HTR5A inv ag = inverse agonist of human HTR5A in OPRM1-OPRD1 counter-screen; P47898; HTR5A cell line, luminescence, inverse agonism; inhibition, % at 9.3 µM; actives 0.083% (n = 340,000); AID 504634; in the data active = inhibition mostly above about 23%, no sharp cut-off; inactive = mostly below about 18%;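 note: 0% = cells with DMSO and 100% = no-cell wells with DMSO; some compounds called inactive have numbers as strong as hits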
PvdQ inh = blocks Pseudomonas aeruginosa PvdQ acylase activity; purified PvdQ acylase, fluorescence plate reader; actives 0.063% (n = 340,000); inhibition, % at 10 µM; in the data active = inhibition above about 30%, passing the limit was not always enough; inconclusive = no clear call, values can overlap the other calls;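 note: 0% = vehicle neutral wells and 100% = reference inhibitor wells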
HTR5A ag ctr = activates human HTR5A in OPRM1-OPRD1 agonist counter-screen; P47898; HTR5A agonist assay, luminescence, cell-based; activation, % at 9.3 µM; actives 0.61% (n = 340,000); in the data active = activation mostly above about 9.5%, no sharp cut-off; inactive = mostly below about 7.6%;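 note: 0% = cells with vehicle only and 100% = reference agonist; strong numbers were not always called active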
Wnt bcat act = activators of Wnt/beta-catenin signaling. activation, % at 9.35 µM. Wnt/beta-catenin reporter cell assay, activator, plate reader. actives 1.2% (n = 300,000); in the data active = activation above about 30%, passing the limit was not always enough; inconclusive = no clear call, values can overlap the other calls;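 note: 0% = neutral control wells and 100% = positive control wells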
CDK5 inh = CDK5/p35 (human) kinase inhibition; Q00535+Q15078; Recombinant CDK5/p35, ADP-Glo luminescence, 60 min; inhibition, % at 10 µM; actives 0.01% (n = 330,000);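 active = highest replicate inhibition of at least 50% and at least 75% of replicates reaching 50%; inconclusive = only one of the two criteria met; inactive = both criteria failed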;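 note: plate controls were DMSO neutral control for no effect and GW8510 at 10 µM for full effect; many of its hits are not listed in these tables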
Target sequence (Q00535 whole entry, looked up): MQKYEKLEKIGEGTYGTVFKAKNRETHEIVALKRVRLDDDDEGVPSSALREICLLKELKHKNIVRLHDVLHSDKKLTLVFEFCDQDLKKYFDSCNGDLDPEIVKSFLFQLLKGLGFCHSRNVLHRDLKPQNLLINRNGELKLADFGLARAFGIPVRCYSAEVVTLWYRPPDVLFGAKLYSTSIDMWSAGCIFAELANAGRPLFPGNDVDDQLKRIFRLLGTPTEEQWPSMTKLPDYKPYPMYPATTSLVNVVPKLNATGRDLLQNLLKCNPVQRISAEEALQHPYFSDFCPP
Target sequence (Q15078 whole entry, looked up): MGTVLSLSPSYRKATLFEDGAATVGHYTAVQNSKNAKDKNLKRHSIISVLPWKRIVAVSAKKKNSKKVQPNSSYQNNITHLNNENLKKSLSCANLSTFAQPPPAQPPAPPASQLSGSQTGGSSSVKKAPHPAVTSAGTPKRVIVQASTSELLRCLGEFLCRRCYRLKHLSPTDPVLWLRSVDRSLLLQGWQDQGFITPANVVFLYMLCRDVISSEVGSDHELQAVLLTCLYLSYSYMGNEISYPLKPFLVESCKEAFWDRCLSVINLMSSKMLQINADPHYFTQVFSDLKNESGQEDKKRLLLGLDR
V-ATPase pH = regulators of yeast V-ATPase proton transport; response, % at 10 µM; AID 504577; actives 0.37% (n = 350,000); S. cerevisiae, pHLuorin cytosolic pH fluorescence; in the data active = response mostly above about 7.3%, no sharp cut-off; inactive = mostly below about 5.4%; note: actives read high; inactives centre near 0; some compounds called inactive have numbers as strong as hits; reference of the scale not given here
MITF act = activators of MITF-driven TRPM1 promoter activity in SK-MEL-5 cells | activation, % at 12.5 µM | SK-MEL-5 TRPM1-promoter luciferase, 24 h; % of positive control, neutral wells = 0 | actives 0.75% (n = 300,000);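 active = mean activation of at least 80% with every replicate also reaching 80%; inconclusive = mean reaches 80% but some replicate falls short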;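 note: 0% = neutral control wells and 100% = parthenolide positive control wells; values of inactives mirror those of a sister screen read the other way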
SR-BI HDL uptake = inhibitors of mouse SR-BI mediated HDL lipid uptake | ldlA[mSR-BI] CHO cells, DiI-HDL uptake fluorescence, 3 h | AID 488896 | actives 0.96% (n = 320,000) | inhibition, % at 12.5 µM | Q61009;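 active = mean replicate inhibition of at least 70% and a set share of replicates each scoring 70 or more; inconclusive = meets just one of the two criteria; inactive = fails both criteria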;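 note: 0% = median of neutral control wells and 100% = median of positive control wells; values of inactives mirror those of a sister screen read the other way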
Active calls of the source: *; ? = inconclusive; / = not tested or not shown.

SMILES,NSD2 inh,dFosB activator,HTR5A inv ag,PvdQ inh,HTR5A ag ctr,Wnt bcat act,CDK5 inh,V-ATPase pH,MITF act,SR-BI HDL uptake
CCOC(=O)C1=CN(CC2CCCO2)C=C(C(=O)OCC)C1c1ccccc1C(F)(F)F (stereo not given),-2,6,-13,-16,5,-6,-4.8,-4,0,-6
O=C(NNC(=S)Nc1ccc(Cl)cc1Cl)c1cccnc1,3,-1,16,-11,-3,-5,-0.7,-4,5,-9
C=CCn1c(SCCN)nnc1-c1cccc(S(=O)(=O)N2CCOCC2)c1,-2,-7,20,-10,-4,2,0.0,-1,0,-31
O=[N+]([O-])c1ccc(CS(=O)(=O)N2CCN(c3ccccc3)CC2)cc1,0,2,7,-9,-2,-3,-5.6,0,16,/
Cc1ccc(C2NC(=S)NC3=C2C(=O)CCC3)cc1 (stereo not given),/,0,-4,-14,2,-2,0.1,0,3,7
CCC(C)NC(=O)c1cn(CC)c2cc(N3CCN(C(=O)c4ccco4)CC3)c(F)cc2c1=O (stereo not given),1,-14,-17,-10,4,-2,/,3,2,63
O=C(NCCc1cccs1)C1CC(c2ccccc2[N+](=O)[O-])=NO1 (stereo not given),/,0,-5,-7,3,?,0.5,-2,40,18
Cc1cc(C)n(-c2ccc(NC(=O)C3CCCCN3C(=O)c3ccoc3)cc2)n1 (stereo not given),2,-7,-2,-19,0,-2,11,-3,9,13
COc1ccccc1N(CC(=O)NCC(C)C)S(=O)(=O)c1cccs1,-4,-1,-3,7,6,-7,0.3,2,0,-11
Cc1cccc(NC(=O)NCC(c2cccnc2)N2CCOCC2)c1 (stereo not given),5,-1,-7,-7,2,-5,-1.9,-3,-5,-17
CC(C)CC(=O)Nc1nc(=S)ss1,-14,-1,1,0,-1,/,-0.4,-1,-12,-45
O=C(c1ccc(NS(=O)(=O)c2ccc3[nH]c(=O)[nH]c3c2)cc1)N1CCN(c2ccccc2O)CC1,1,-4,-3,5,1,3,1.6,3,-3,6

The last 3 records of the part above lead into the next.
SMILES,NSD2 inh,dFosB activator,HTR5A inv ag,PvdQ inh,HTR5A ag ctr,Wnt bcat act,CDK5 inh,V-ATPase pH,MITF act,SR-BI HDL uptake
Cc1cccc(NC(=O)NCC(c2cccnc2)N2CCOCC2)c1 (stereo not given),5,-1,-7,-7,2,-5,-1.9,-3,-5,-17
CC(C)CC(=O)Nc1nc(=S)ss1,-14,-1,1,0,-1,/,-0.4,-1,-12,-45
O=C(c1ccc(NS(=O)(=O)c2ccc3[nH]c(=O)[nH]c3c2)cc1)N1CCN(c2ccccc2O)CC1,1,-4,-3,5,1,3,1.6,3,-3,6
COCc1c(CCl)cnc(C)c1O,0,1,-6,-2,2,0,-3.7,-2,7,-10
O=[N+]([O-])c1cccc(OCCN2CCC(Cc3ccccc3)CC2)c1,12,-9,-15,-9,3,-1,-0.5,1,-1,-18
CC(CCc1ccccc1)NC(=O)COC(=O)C12CC3CC(CC(Br)(C3)C1)C2 (stereo not given),7,-11,0,-23,1,/,-2.6,5,0,-22
Cc1[nH]n(-c2ccc(Cl)cc2)c(=O)c1N=Nc1cccnc1,9,-2,-19,-14,6,1,0.8,-1,48,-1
O=S(=O)(NC1c2cccc3cccc(c23)C1N1CCNCC1)c1ccccc1 (stereo not given),-5,12,-28,1,0,-2,-0.8,-3,/,-17
CCN(CC)S(=O)(=O)c1ccc(Nc2cc(C)nc3ncnn23)cc1,0,-4,11,-5,1,-1,1.0,0,0,-11
CCOC(=O)c1c[nH]c2c(Cl)ccc(Cl)c2c1=O,-2,-16,-45,4,8,/,-0.4,-9,7,-2
CC1CCC(CN2C(Nc3ccccc3)=NC[C@@H]2C)CC1 (stereo not given in full),/,3,-18,-17,-2,-1,-1.4,-1,0,-5
CCc1ccc(OCC(=O)Nc2cccc3c2CCCC3)cc1,-2,-3,9,-8,-3,-4,-2.5,-11,3,-39
O=C(O)/C=C/C(=O)N1CCN(C(c2ccccc2)c2ccccc2)CC1,-3,2,-20,-8,3,2,1.9,1,-6,-17
CSc1ccc(C#N)cc1NC(=O)c1ccccc1,-5,-7,1,-5,-2,-2,-1.2,2,-14,54
CC(=O)N1c2ccc(S(=O)(=O)N3CCCC(C(=O)NCc4ccccc4)C3)cc2CC1C (stereo not given),/,-6,-7,-5,2,-2,0.3,-3,-17,-1

Entries of single compounds, quoted from the list.
`CC(CCc1ccccc1)NC(=O)COC(=O)C12CC3CC(CC(Br)(C3)C1)C2` (stereo not given) is listed as NSD2 inh: 7; dFosB activator: -11; HTR5A inv ag: 0; PvdQ inh: -23; HTR5A ag ctr: 1; Wnt bcat act: /; CDK5 inh: -2.6; V-ATPase pH: 5; MITF act: 0; SR-BI HDL uptake: -22
`COc1ccccc1N(CC(=O)NCC(C)C)S(=O)(=O)c1cccs1` is listed as NSD2 inh: -4; dFosB activator: -1; HTR5A inv ag: -3; PvdQ inh: 7; HTR5A ag ctr: 6; Wnt bcat act: -7; CDK5 inh: 0.3; V-ATPase pH: 2; MITF act: 0; SR-BI HDL uptake: -11

Continued:
SMILES,NSD2 inh,dFosB activator,HTR5A inv ag,PvdQ inh,HTR5A ag ctr,Wnt bcat act,CDK5 inh,V-ATPase pH,MITF act,SR-BI HDL uptake
COc1cccc(C2C(C(N)=O)=C(C)Nc3nc(CCCO)nn32)c1 (stereo not given),-2,3,1,16,0,0,1.3,/,-6,-17
COc1ccc(C2=NOC(C(=O)NCc3ccccc3)C2)cc1 (stereo not given),5,-1,31,1,2,-10,1.6,-1,-10,2
COc1ccccc1NC(=O)CN(C)S(=O)(=O)c1cc(C)ccc1OC,-1,3,-23,-1,6,/,-0.9,-3,2,13
COc1ccc(-c2cc(C3CCN(c4cc(Cl)nc(N)n4)CC3)[nH]n2)cc1,-1,4,-11,-9,5,/,-2.4,3,/,16
CCOC(=O)c1ccccc1NC(=S)N1CC(C)CC(C)C1 (stereo not given),-1,-2,-2,20,1,6,-1.5,-4,0,7
CCCN(CCC)C(=O)c1ccc2c(c1)OCO2,1,4,-4,-1,-3,-7,-1.4,0,/,20
O=[N+]([O-])c1cc(C(F)(F)F)ccc1NCC1CCCO1 (stereo not given),1,3,1,-12,0,0,0.2,-1,/,-16
O=C(Nc1ccccc1)O/N=C1/CCCc2occc21,-9,-3,-2,-8,1,5,-1.6,-2,49,1
O=C(COC(=O)c1cccnc1Cl)Nc1ncc(Cl)cc1Cl,-1,-2,2,-1,-1,-1,0.4,-1,-14,-11
Cn1nc(-c2ccccc2)c(-c2nc(-c3ccccc3Cl)no2)c1Cl,7,-11,0,-16,0,-6,-2.6,-1,-4,24
Cc1ccc(OCCCC(=O)N2CCN(S(=O)(=O)c3cccc(F)c3)CC2)cc1,-4,-10,10,-5,-4,-2,-10,0,-11,-4
Cc1ccc(N(C)C(=O)c2cc(S(=O)(=O)N3CCCCC3)c[nH]2)cc1,/,-2,11,-1,-4,-4,-1.4,-2,22,-15

Additional records follow:
Order of results – NSD2 inh, dFosB activator, HTR5A inv ag, PvdQ inh, HTR5A ag ctr, Wnt bcat act, CDK5 inh, V-ATPase pH, MITF act, SR-BI HDL uptake
O=C(Nc1cccnc1)c1cccc(S(=O)(=O)Nc2ccccc2F)c1
 : -2, -5, -9, -11, 3, 0, -7.3, -4, -5, 1
CCc1nc2sc3c(c2c(=O)n1NC(=O)CCl)CCCC3
 : -4, 1, -18, -3, 2, -1, -4.2, -4, /, -37
S=C(NCc1ccco1)Nc1ccc(Br)cc1Cl
 : -6, -9, /, -3, /, 4, 0.1, -4, 39, -5
CCSc1nc(N)c(C#N)c(-c2ccccc2Cl)c1C#N
 : -3, -8, -26, -9, 1, /, 2.2, -7, -8, 2
CC(C)(C)NC(=O)C(c1ccccc1)N(C(=O)C1CSC(=O)C1)c1ccccc1 (stereo not given)
 : -6, -3, -6, -8, 2, -2, 1.0, -3, -5, -17
Cc1csc(=O)n1CCC(=O)OCc1nnc(-c2ccc([N+](=O)[O-])cc2)o1
 : -3, 2, 1, 11, 0, -2, -0.5, 0, -1, -14
Cc1ccc(Cc2nc(-c3ccncc3)no2)cc1
 : -3, -3, 0, -14, 1, 6, 1.1, 6, 6, -3
CCCn1c(N)c(N(CCOC)C(=O)c2cc3ccccc3cc2OC)c(=O)[nH]c1=O
 : -2, -8, -4, -13, 1, 4, 0.1, 4, -7, -21
CSc1cccc(NC(=S)N(CCCN2CCCC2)Cc2cccs2)c1
 : 3, -3, -6, -9, 2, 1, 0.8, 0, 2, 17
O=C(Nc1ccccc1)Nc1nc(-c2ccc(F)cc2)cs1
 : 0, -8, -4, -19, -1, 7, -8.3, -1, 6, 42
CCCNC(=O)C/C(C)=N/NC(=O)COc1ccc(C)cc1Br
 : 9, -2, -18, -17, 0, 1, 0.1, 0, -3, 0
CC(=O)N(c1ccccc1C)C1CCCC1
 : 0, -6, 13, -13, 0, -1, /, 5, 17, -21
CC(Nc1n[nH]c(=S)[nH]c1=O)C(=O)OCc1ccccc1 (stereo not given)
 : 0, -6, -25, 4, 9, /, 1.9, 8, /, 0
O=C(Nc1ccc(-c2ccc3nncn3n2)cc1)c1ccc(Br)o1
 : 1, 54*, 9, -9, 1, 3, 1.1, -4, 13, /
CC(=O)Nc1cc(C(=O)N(C)Cc2ccco2)ccc1Sc1ccc(C)cc1
 : 1, -6, 6, -5, -2, /, 1.2, 0, 2, -33
CCCC(=O)N1c2ccccc2[C@@H](N(C(C)=O)c2ccccc2)C[C@H]1C
 : /, 2, 4, -2, -2, -4, -2.5, -4, /, -13
Cc1c(C(=O)O)cccc1[N+](=O)[O-]
 : /, 4, 17, 8, -4, 3, -0.1, -5, 2, -4
Cc1cc2oc(C(=O)Nc3ccc(S(=O)(=O)Nc4onc(C)c4C)cc3)cc(=O)c2cc1Cl
 : 6, -7, -19, 17, 6, -2, 3.8, 1, 6, /
Cc1ccc(-c2csc3nc(C)n(-n4c(C)ccc4C)c(=O)c23)o1
 : 5, -4, 12, -8, -5, 1, 0.4, 0, 1, 27
Cc1ccc2c(c1)c(C)cc(=O)n2CCC(=O)O
 : 0, -3, 11, 3, -3, -3, -0.1, -3, -18, -35
Cc1cc(C)c2cc3c(N)c(C(=O)N4CCc5ccccc5C4)sc3nc2c1
 : /, -4, 1, 4, 0, -1, 1.3, -1, -7, 6
N#Cc1ccc(/C=N/NC(=S)Nc2ccc(S(=O)(=O)N3CCOCC3)cc2)cc1
 : -1, -1, 17, -4, -1, -2, -2.7, 5, -4, 15
